dFosB activator: activators of delta FosB homodimer, primary screen, biochemical, fluorescence polarization, TAMRA-CDK5 oligo, single point. Protein FosB (Mus musculus), P13346. purified delta FosB; percent of positive-control signal above neutral wells. activation, % at 25 µM. 0.99% of 340,000 active;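 active = mean activation above about 17%, with every replicate also reaching it, limit read from the data, passing the limit was not always enough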;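 also: fluorescence polarization rise as delta FosB binds a TAMRA Cdk5 AP-1 oligo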
Target sequence (P13346 whole entry, looked up): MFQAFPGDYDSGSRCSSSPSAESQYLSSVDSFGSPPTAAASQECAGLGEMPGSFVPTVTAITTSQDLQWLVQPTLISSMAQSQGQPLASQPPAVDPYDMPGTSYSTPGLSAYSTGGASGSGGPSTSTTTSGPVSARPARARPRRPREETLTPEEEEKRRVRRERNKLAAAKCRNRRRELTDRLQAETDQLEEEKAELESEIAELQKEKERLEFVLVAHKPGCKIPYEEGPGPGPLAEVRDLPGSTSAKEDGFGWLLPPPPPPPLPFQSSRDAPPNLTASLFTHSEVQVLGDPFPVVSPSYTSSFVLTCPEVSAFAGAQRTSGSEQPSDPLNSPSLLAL
MITF act: activators of MITF-driven TRPM1 promoter reporter, primary screen, cell-based, SK-MEL-5, luciferase, single point; 0.75% of 300,000 active; SK-MEL-5 TRPM1-promoter luciferase, 24 h; % of positive control, neutral wells = 0; activation, % at 12.5 µM;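 active = mean activation of at least 80% with every replicate also reaching 80%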;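 also: 0% = neutral control wells and 100% = parthenolide positive control wells; values of inactives mirror those of a sister screen read the other way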
PKA-R2B act: activators of PKA-R2B holoenzyme, primary screen, biochemical, fluorescence polarization, Cy5-IP20, human | cAMP-dependent protein kinase catalytic subunit beta (Homo sapiens) + cAMP-dependent … | PKA-R2B holoenzyme dissociation; R2B truncated from residue 108, S112A mutant; 0% DMSO only, 100% 113 µM cGMP | activation, % at 11.4 µM | 0.079% of 340,000 active;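 active = activation above a cutoff set at the mean over all compounds plus 3 SD, cut at about 18% in these data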;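 also: higher means more holoenzyme dissociation and a rise in polarization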
SR-BI HDL uptake: inhibitors of SR-BI mediated HDL lipid uptake, primary screen, ldlA[mSR-BI] cells, fluorescence, single point | inhibition, % at 12.5 µM | Scavenger receptor class B member 1 (Mus musculus), Q61009 | ldlA[mSR-BI] CHO cells, DiI-HDL uptake fluorescence, 3 h | 0.96% of 320,000 active;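 active = mean replicate inhibition of at least 70% and a set share of replicates each scoring 70 or more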;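 also: 0% = median of neutral control wells and 100% = median of positive control wells; values of inactives mirror those of a sister screen read the other way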
Target sequence (Q61009 whole entry, looked up): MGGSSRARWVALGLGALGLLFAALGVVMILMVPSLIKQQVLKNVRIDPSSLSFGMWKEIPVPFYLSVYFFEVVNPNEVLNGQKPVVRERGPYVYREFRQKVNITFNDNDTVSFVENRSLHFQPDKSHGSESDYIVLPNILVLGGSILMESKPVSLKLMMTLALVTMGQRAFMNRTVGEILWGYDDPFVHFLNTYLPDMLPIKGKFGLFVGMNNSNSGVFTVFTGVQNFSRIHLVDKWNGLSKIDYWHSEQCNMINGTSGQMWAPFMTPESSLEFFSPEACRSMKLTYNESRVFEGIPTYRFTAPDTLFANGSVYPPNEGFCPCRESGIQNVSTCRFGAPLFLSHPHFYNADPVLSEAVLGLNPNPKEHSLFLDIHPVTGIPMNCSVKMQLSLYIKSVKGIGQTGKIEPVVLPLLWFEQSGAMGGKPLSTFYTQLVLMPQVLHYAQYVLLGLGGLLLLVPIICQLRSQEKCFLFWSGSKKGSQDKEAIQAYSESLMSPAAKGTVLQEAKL
Arrestin-AP2 inh: inhibitors of beta-arrestin/AP2 binding, primary screen, biochemical, GPCR trafficking, flow cytometry | inhibition, % at 10 µM | beta-arrestin 1 C-terminal peptide binding to AP2 beta2-adaptin appendage (human) | 0.31% of 340,000 active | FITC-arrestin peptide / GST-AP2 beads; AP2 beta2 appendage carries R879A mutation;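 active = inhibition above a set limit, near 3 SD of compounds lacking own fluorescence, cut at about 54% in these data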;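 also: plate controls were DMSO wells for no effect and 5 µM unlabelled arrestin peptide for full effect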
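System: GST-AP2 R879A glutathione beads | Also added: FITC-arrestin peptide, 50 nM | Times: 12 min plus 1 h, RT | Signal: Bead flow cytometry, FITC channel | Buffer or medium: PBS with 0.05% Tween 20 and 0.1% BSA | Read-out basis: Percent drop in bead-associated FITC signal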
Pemphigus Ab inh: inhibitors of pemphigus antibody binding to DSG3, primary screen, biochemical, bead-based, flow cytometry, scFv-GFP. Desmoglein-3 (Homo sapiens), P32926. DSG3-coupled beads, scFv-anti-DSG3-GFP binding; hits give low values. binding (percent of control), % at 10 µM. 0.48% of 310,000 active. AID 588358, 2011;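 active = binding more than 3 SD below its plate's average and above zero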;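 also: hits lower antibody fragment binding to DSG3; some compounds called inactive have numbers as strong as hits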
CDK5 p35 inh: inhibitors of human CDK5/p35 kinase, primary screen, biochemical, single concentration; Cyclin-dependent kinase 5 (Homo sapiens) + Cyclin-dependent kinase 5 activator 1 (Homo …; Recombinant CDK5/p35, ADP-Glo luminescence, 60 min; inhibition, % at 10 µM; 0.01% of 330,000 active;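 active = highest replicate inhibition of at least 50% and at least 75% of replicates reaching 50%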;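 also: plate controls were DMSO neutral control for no effect and GW8510 at 10 µM for full effect; many of its hits are not listed in these tables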
PKA-R1A act: activators of PKA-R1A holoenzyme, primary screen, biochemical, fluorescence polarization, Cy5-IP20, bovine R1A, mouse PKAc; PKA-R1A dissociation; scaled: DMSO 0%, 113 µM cGMP 100%; activation, % at 11.4 µM; 0.083% of 340,000 active; AID 504707, 2011;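 active = percent activation above the mean of all tested compounds plus 3 SD, cut at about 19% in these data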;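 also: higher means more PKAc released from R1A so a rise in polarization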
Mot1-301 SUMO: yeast Mot1-301 growth rescue at high temperature, primary screen, SUMOylation pathway inhibitor project, S. cerevisiae, ATP luminescence, 38.5C | S. cerevisiae Mot1-301 growth rescue; percent above DMSO median, 100 means doubled | growth rescue, % at 18.8 µM | 1% of 320,000 active | AID 2716, 2010;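 active = every valid replicate shows activation above 250% relative to neutral control wells; inactive = the rest, any valid replicate at or below 250%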;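 also: OY570 slx delta 5 strain wells were the positive control but not used for scaling; some compounds called inactive have numbers as strong as hits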
SR-BI uptake up: activators of SR-BI mediated DiI-HDL uptake, primary screen, ldlA[mSR-BI] CHO cells, DiI fluorescence; 0.096% of 320,000 active; 3 h; 100 = double the neutral-control signal; AID 504775, 2011; activation, % at 12.5 µM;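 active = mean replicate activation of at least 60% and every replicate at or above 60%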;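 also: 0% = median plate neutral-control signal and 100% = twice that signal; values of inactives mirror those of a sister screen read the other way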
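system = CHO ldlA[mSR-BI] cells, LDL receptor-null, SR-BI overexpressing | medium = Ham's F12 with 0.5% BSA, HEPES 25 mM, pH 7.4 | probe or stimulus = DiI-HDL 10 µg/mL | compound dosing = single-point compound dose | incubation = compound exposure 3 h, 37 °C | technique = DiI fluorescence, bottom read | read-out = cell-associated DiI fluorescence as measure of HDL uptake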
NSD2 inh: NSD2 histone methyltransferase inhibitors, primary screen, biochemical, AlphaScreen, single concentration, set 2. 0.54% of 310,000 active. inhibition, % at 12.5 µM. Histone-lysine N-methyltransferase NSD2 (Homo sapiens), O96028. NSD2 peptide methylation, 120 min; in the data active = inhibition above about 50%
* hit, by the source's call; . = not tested or not shown.

nr	compound	CDK5 p35 inh	NSD2 inh	Mot1-301 SUMO	SR-BI uptake up	SR-BI HDL uptake	Pemphigus Ab inh	PKA-R2B act	PKA-R1A act	dFosB activator	MITF act	Arrestin-AP2 inh
1	O=C(Nc1c2c(nn1-c1ccc(F)cc1)CS(=O)(=O)C2)c1ccc2c(c1)OCO2	-0.9	.	2	12	-12	106	0	-12	-10	-2	-2
2	COC(=O)c1ccccc1NC(=O)c1ccc(COc2ccccc2)o1	2.1	-4	-6	3	-3	92	-15	-6	-13	17	5
3	CCC(=O)Nc1nc(NCc2ccccc2OC)n(-c2ccccc2)n1	0.2	-3	-2	-41	41	98	-12	0	3	-7	6
4	CCOC(=O)c1nnsc1NC(=O)Nc1ccc(OC)cc1	-0.7	1	.	-34	34	104	-15	-8	2	-4	-7
5	CS(=O)(=O)N1CCCC(C(=O)NCc2ccccc2Cl)C1 (configuration not stated)	1.0	-4	-1	22	-22	101	-8	-4	-1	-5	-5
6	COc1cccc(/C=N/NC(=S)NC2CC3CC2C2C=CCC32)c1O (configuration not stated)	0.1	3	-2	-51	51	113	4	-4	0	.	47
7	CC(=O)N1c2ccccc2Sc2ccccc21	2.9	4	-7	16	-16	120	-3	-5	-5	.	13
8	O=C(CN1CCCC1)Nc1ccc(Cl)cc1C(F)(F)F	-0.1	1	42	11	-11	104	-3	1	0	1	-12
9	CCn1cc(S(=O)(=O)CC(=O)Nc2ccc(OC)cc2)c2ccccc21	-0.1	.	-15	-16	16	89	13	12	-5	.	1
10	C=CCN1C(=O)C2C(C(=O)NCc3ccccc3)C3C=CC2(O3)C1C(=O)NC(C)(C)C (configuration not stated)	-1.8	0	-17	12	-12	99	3	-2	1	-7	27
11	C=CC[C@@H](CC(=O)NCCO)C(=O)NC[C@H](OC(=O)[C@@H](CC=C)Cc1ccc(F)cc1)c1ccccc1	-0.3	.	-9	-23	23	107	-8	5	-3	-11	-12
12	CCOC(=O)C1CCN(C(=O)c2ccc(NS(=O)(=O)c3ccc(F)cc3C)cc2)CC1	2.0	-2	16	32	-32	102	-12	1	-11	9	-20
13	CC(C)CNC(=O)CCCc1ccccc1	-2.8	0	-2	28	-28	.	-10	2	0	34	5
14	CNC(=O)c1cccc(NC(=O)c2ccccc2OCc2ccccc2)c1	1.4	-5	24	.	.	114	-2	6	-5	5	5
15	COc1ccc(OC)c(C(C(=O)NCc2ccco2)N(C(=O)Cn2nnc3ccccc32)C(C)C)c1 (configuration not stated)	-0.1	.	-13	13	-13	105	-4	3	-8	.	31
16	C(=N\n1cnnc1)/c1cccs1	1.0	-4	-6	8	-8	98	-3	2	-1	0	3
17	S=C(NCCN1CCOCC1)Nc1ccccc1Cl	0.0	-2	12	2	-2	106	0	-7	-9	1	6
18	CCCN(CC1CC1)c1nc(N)c(C#N)c(CC#N)c1C#N	0.9	0	-8	-35	35	.	-8	-10	-5	.	-2
19	CCOc1ccc(N(CC(=O)NCc2ccc3c(c2)OCO3)C(=O)c2csnn2)cc1	1.6	-1	57	10	-10	105	8	3	-4	20	1
20	O=C(Nc1nc2ccccc2s1)C1CC(=O)N(c2ccccc2)C1 (configuration not stated)	1.8	1	-10	6	-6	107	-7	-10	-8	.	2
21	COc1ccc(NC(=O)C2CCCN(C(=O)c3ccc(Cl)cc3)C2)cc1Cl (configuration not stated)	-1.9	-3	2	-45	45	91	2	-1	-9	23	-10
22	COc1ccc(OC)c(-c2csc(N(C)C(=O)c3ccco3)n2)c1	0.7	1	213	-49	49	93	-1	-14	19*	6	-4
23	COc1ccc(S(=O)(=O)N2CCN(C(=O)CN3C(=O)NC(C)(c4ccc5ccccc5c4)C3=O)CC2)cc1 (configuration not stated)	-4.6	-7	3	-17	17	83	-9	5	-22	-5	2
24	COc1ccc2[nH]c(=O)c(CNc3cccc(C)c3)cc2c1	1.7	2	.	1	-1	99	-1	-2	-6	15	6
25	O=C(O)CSc1nc2ccccc2nc1Cc1ccccc1F	1.4	-1	-22	4	-4	95	-1	-16	5	1	36
26	Clc1ccccc1-c1nc2nc3ccccc3nc2n1-c1ccc2c(c1)OCO2	0.8	-4	10	-10	10	89	-7	-4	-5	-8	0
27	Cc1cccc(C)c1NC(=O)CN(C)C(=O)c1cc([N+](=O)[O-])ccc1N1CCOCC1	1.4	.	24	.	-23	112	1	-17	-3	-6	-3
28	COc1ccc(CN(C)C(=O)COC(=O)c2cc([N+](=O)[O-])ccc2N2CCCC2)c(OC)c1OC	-1.8	4	-2	-54	54	.	8	-7	-7	11	1
29	O=C1CC(C(=O)N2CCc3ccccc32)CN1c1ccc(F)cc1 (configuration not stated)	1.5	-3	-10	-11	11	116	2	0	-9	-6	13
30	Nc1nnc(CCCCCc2nnc(N)s2)s1	-0.7	4	.	-7	7	100	-3	2	2	-4	-26
31	COC(=O)c1ccc(C2C(C(=O)c3cc4ccccc4o3)=C(O)C(=O)N2c2cc(C)on2)cc1 (configuration not stated)	-0.6	2	8	0	0	116	-1	-18	-2	-8	11
32	Cn1cccc1CC(=O)N/N=C/C=C/c1ccccc1	-0.8	3	-5	-23	23	98	-8	0	-16	30	18

Record cards, as listed above. Order of screens: CDK5 p35 inh	NSD2 inh	Mot1-301 SUMO	SR-BI uptake up	SR-BI HDL uptake	Pemphigus Ab inh	PKA-R2B act	PKA-R1A act	dFosB activator	MITF act	Arrestin-AP2 inh
Record of `O=C1CC(C(=O)N2CCc3ccccc32)CN1c1ccc(F)cc1` (configuration not stated) → 1.5	-3	-10	-11	11	116	2	0	-9	-6	13
Record of `O=C(O)CSc1nc2ccccc2nc1Cc1ccccc1F` → 1.4	-1	-22	4	-4	95	-1	-16	5	1	36

(continued)
nr	compound	CDK5 p35 inh	NSD2 inh	Mot1-301 SUMO	SR-BI uptake up	SR-BI HDL uptake	Pemphigus Ab inh	PKA-R2B act	PKA-R1A act	dFosB activator	MITF act	Arrestin-AP2 inh
33	CC(C)CN(C(=O)COC(=O)c1cc2ccccc2cc1O)c1c(N)n(Cc2ccccc2)c(=O)[nH]c1=O	-0.5	-2	.	-30	30	105	-10	9	13	-4	-6
34	COC(=O)c1ccc(OC)c(NS(=O)(=O)c2ccc(-n3cnnn3)cc2)c1	-0.3	-4	368	17	-17	95	-6	0	-9	-8	3
35	O=C1Nc2ccccc2C1=Nc1ccc(Cl)cc1	-0.3	0	6	4	-4	91	-7	-2	-3	-8	-15
36	COc1ccc(CNC(=O)[C@@H](C)NC(=O)[C@@H]2Cc3ccccc3CN2)cc1	-0.5	.	-1	-1	1	102	8	0	1	-7	15
37	COc1ccc(C2(C)NC(=O)N(Cc3cc(Cl)cc4c3OCOC4)C2=O)cc1OC (configuration not stated)	-1.2	1	.	-33	33	102	-1	-7	-13	-3	-2
38	COc1cc(NC(=O)C/C(C)=N/NC(=O)Cc2ccccc2)c(OC)cc1Cl	0.4	18	-7	-66	66	107	-2	-8	1	-4	13
39	O=C(CNC(=O)c1cccc(F)c1)N/N=C/c1cccnc1	0.7	0	-12	.	-14	102	-4	-2	-2	-1	9
40	CSCCC(C(=O)O)N1C(=O)c2ccc(C(=O)O)cc2C1=O (configuration not stated)	-0.5	-1	7	-11	11	106	-8	-2	-1	9	0
41	COc1cccc(NC(=O)Cc2cccs2)c1	-0.3	2	-12	18	-18	114	-12	1	6	30	1
42	O=C(Nc1cccc(NC(=O)C2CC3CCCC(C2)C3=O)n1)C1CC2CCCC(C1)C2=O (configuration not stated)	0.9	-1	37	-1	1	104	-4	3	0	.	2
43	c1ccc(CSCc2cn3ccccc3n2)cc1	-1.2	3	-5	11	-11	103	7	7	6	72	3
44	O=S(=O)(Nc1ccc(C(F)(F)F)cn1)c1ccccc1	1.1	-12	-2	12	-12	108	-3	-5	-2	5	1
45	Cc1ccc(S(=O)(=O)N2CCOCC2)cc1NC(=O)COC(=O)CNC(=O)c1ccc(Oc2ccccc2)cc1	-1.4	0	-14	12	-12	100	-4	7	-5	6	14
46	CN(C)C1=NCCN1CC1CCCCC1	-1.8	.	-11	17	-17	105	0	-4	-4	6	4
47	C/C(=N\OCC(=O)OCC(=O)Nc1cc(S(C)(=O)=O)ccc1Cl)c1ccc2c(c1)OCO2	-4.1	-1	68	36	-36	.	-6	-3	-12	6	22
48	COC(=O)C1=COC(C)C2CN3CCc4c([nH]c5ccccc45)C3CC12 (configuration not stated)	0.6	.	11	17	-17	99	-8	-12	-9	-17	-2
